mIAP act: increases mouse intestinal alkaline phosphatase activity; muIAP, CDP-Star luminescence, 30 min; active compounds read high; 1 = vehicle-only enzyme signal, 0 = enzyme-free wells; AID 2805; 0.24% of 330,000 active; activation factor at 10 µM;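 active = activation factor of at least 2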; note: the source names both 10 and 20 µM as test concentration; values of inactives mirror those of a sister screen read the other way
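Assay system: mouse IAP enzyme; reagent: chemiluminescent substrate CDP-Star; dosing: test compounds delivered from DMSO solution; schedule: 30 min at room temperature; measured by: luminescence from enzymatic CDP-Star hydrolysis; controls: DMSO-only wells and no-enzyme negative control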
HKDC1 inhibitor: blocks human hexokinase HKDC1 activity | Q2TB90 | recombinant HKDC1, G6PDH/diaphorase resazurin coupled fluorescence | inhibition, % at 20 µM | 0.16% of 340,000 active;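 active = inhibition above about 35% when tested at 20 µM, limit read from the data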;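 note: plate controls were DMSO wells with enzyme for no effect and DMSO wells lacking enzyme for full effect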
Target sequence (Q2TB90 whole entry, looked up): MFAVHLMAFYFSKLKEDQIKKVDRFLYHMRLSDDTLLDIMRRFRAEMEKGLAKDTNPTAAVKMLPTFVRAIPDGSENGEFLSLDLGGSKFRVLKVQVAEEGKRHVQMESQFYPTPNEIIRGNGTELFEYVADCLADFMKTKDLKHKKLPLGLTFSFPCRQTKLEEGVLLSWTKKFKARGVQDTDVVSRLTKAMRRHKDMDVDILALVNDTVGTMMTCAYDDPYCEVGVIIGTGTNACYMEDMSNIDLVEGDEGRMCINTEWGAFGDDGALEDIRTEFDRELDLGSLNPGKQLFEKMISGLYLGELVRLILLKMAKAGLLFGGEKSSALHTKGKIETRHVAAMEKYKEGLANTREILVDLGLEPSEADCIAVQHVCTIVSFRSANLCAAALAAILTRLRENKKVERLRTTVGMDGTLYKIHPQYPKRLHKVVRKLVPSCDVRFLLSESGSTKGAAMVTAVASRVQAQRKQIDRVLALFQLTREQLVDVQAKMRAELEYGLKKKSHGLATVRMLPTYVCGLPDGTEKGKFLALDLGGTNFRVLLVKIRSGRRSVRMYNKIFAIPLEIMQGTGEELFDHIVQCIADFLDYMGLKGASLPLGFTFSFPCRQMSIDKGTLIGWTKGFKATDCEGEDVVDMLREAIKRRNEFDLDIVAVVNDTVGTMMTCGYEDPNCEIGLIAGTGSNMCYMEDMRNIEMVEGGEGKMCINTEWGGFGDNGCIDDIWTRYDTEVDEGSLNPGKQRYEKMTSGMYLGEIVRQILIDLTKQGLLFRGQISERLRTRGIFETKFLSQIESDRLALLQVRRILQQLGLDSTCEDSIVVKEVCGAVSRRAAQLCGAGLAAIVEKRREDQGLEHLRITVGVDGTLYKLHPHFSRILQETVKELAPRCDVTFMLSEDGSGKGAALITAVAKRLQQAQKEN
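Assay system: in-house recombinant HK5 (HKDC1) enzyme. Input: HKDC1 at 5 µg/mL. Medium: Tris pH 8.0 buffer with MgCl2, Tween-20, BSA, BME. Dosing: single 20 µM dose. Schedule: 90 min reaction incubation at room temperature, dark. Signal: resazurin-to-resorufin fluorescence via G6PDH and diaphorase coupling, 525/613 nm. Controls: DMSO-enzyme wells negative, buffer-substituted wells positive.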
ATG4B inhibitor: blocks human ATG4B protease cleavage of LC3 substrate. Q9Y4P1. ATG4B cleavage of LC3-PLA2, NBD-HPC fluorescence, 1 h. inhibition, % at 8.33 µM. 0.51% of 340,000 active; in the data active = inhibition above about 40%
PfGluPho inh: PfG6PD (Plasmodium falciparum) enzyme inhibition. 0.78% of 350,000 active. PfGluPho enzyme, NADPH resazurin-diaphorase fluorescence. AID 504690. inhibition, % at 20 µM;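 active = inhibition reaching at least a set limit at 20 µM in the primary screen, cut at about 59% in these data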;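 note: 0% = DMSO wells with substrate and 100% = DMSO wells lacking glucose-6-phosphate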
mIAP block: mouse IAP inhibition. 0.2% of 330,000 active. purified mouse IAP, CDP-Star luminescence, 30 min. inhibition, % at 10 µM;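 active = inhibition of at least 40% at 10 µM in the primary screen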;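 note: plate controls were DMSO with enzyme for no effect and no enzyme wells for full effect; values of inactives mirror those of a sister screen read the other way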
hIAP inh: blocks human intestinal alkaline phosphatase | P09923 | purified IAP, CDP-Star luminescence, 30 min | inhibition, % at 10 µM | 0.12% of 330,000 active | AID 2544;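 active = inhibition reaching a set limit with compound at 10 µM in the primary screen, cut at about 35% in these data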;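 note: plate controls were DMSO wells with enzyme for no effect and no-enzyme buffer wells for full effect; values of inactives mirror those of a sister screen read the other way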
APOBEC3A inh: human APOBEC3A DNA deaminase inhibition | P31941 | recombinant A3A, FAM/TAMRA ssDNA deamination fluorescence | inhibition, % at 20 µM | 0.41% of 330,000 active;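 active = at least 40% inhibition at 20 µM here, with at most 30% in a related deaminase screen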;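 note: plate controls were A3A with DMSO for no effect and wells lacking A3A enzyme for full effect; some results filed as inactive read as strong as hits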
Target sequence (P31941 whole entry, looked up): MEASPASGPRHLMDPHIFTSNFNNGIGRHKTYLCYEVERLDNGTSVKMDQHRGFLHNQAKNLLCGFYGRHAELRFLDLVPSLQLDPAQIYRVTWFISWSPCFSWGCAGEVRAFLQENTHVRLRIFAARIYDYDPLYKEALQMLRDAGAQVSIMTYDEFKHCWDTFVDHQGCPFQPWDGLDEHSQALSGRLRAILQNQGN
hIAP activ: increases human intestinal alkaline phosphatase activity; 0.16% of 330,000 active; P09923; activation factor at 10 µM; purified human IAP, CDP-Star luminescence, 30 min; active compounds read high; 1 = vehicle-only enzyme, 0 = enzyme-free background;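 active = activation factor of the enzyme at least 2-fold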; note: the source names both 10 and 20 µM as test concentration; values of inactives mirror those of a sister screen read the other way
* = called active by the depositor; x = no result given. Not a hit list; about 2.4% have a hit in one of these screens.

SMILES	mIAP act	HKDC1 inhibitor	ATG4B inhibitor	PfGluPho inh	mIAP block	hIAP inh	APOBEC3A inh	hIAP activ
COc1ccc(CNCc2cccc(Cl)c2)cc1	0.98	10	-1	-12	2	-1	-3	1
Cc1cccc(C)c1NC(=O)CNc1ncnc2sc(C)c(C)c12	1.1	-10	-8	15	-12	-3	-1	1
C/C(=N\NC(=O)Cc1c(Cl)cccc1Cl)c1cccnc1	0.95	-5	-1	-9	5	14	2	0.86
CC1(C)NC(=O)N(CCCCOc2ccc3ccccc3c2Cl)C1=O	0.97	-5	-21	11	3	18	3	0.82
Cn1cc(/C=C(\C#N)C(=O)Nc2ccccc2O)c2ccccc21	0.93	1	0	20	7	10	-3	0.9
Cc1ccc(S(=O)(=O)N2CCN(C(=O)CCc3c[nH]c4ccccc34)CC2)c(C)c1	1	3	-6	4	-4	10	22	0.9
Cc1ccc(NC(=O)c2ccc(OCc3c(C)noc3C)cc2)c(C)c1	1.2	-3	-20	4	-17	3	-4	0.97
NCC(c1ccccc1Cl)c1c[nH]c2ccccc12 (stereo not given)	0.95	-3	-1	3	5	-26	-5	1.3
COc1cccc(NC(=O)Cn2cnc3sc(C)c(S(=O)(=O)N4CCCCC4)c3c2=O)c1	1	-8	-15	1	-2	0	-1	1
CCCCn1c(=N)n(CC(=O)c2ccc(OC)cc2)c2ccccc21	1	x	x	x	-4	-24	2	1.2
CCN(C[C@H]1N[C@@](Cc2ccccc2)(C(=O)OC)[C@H]2C(=O)N(C)C(=O)[C@@H]12)S(=O)(=O)c1ccc(-c2ccccc2)cc1	0.89	-1	x	20	11	10	-5	0.9
CCNC(=O)CN(c1ccc(F)cc1)S(=O)(=O)c1ccc2c(c1)OCCO2	0.99	-4	-5	-14	1	6	1	0.94
O=C(NC1=NCCS1)c1cccc(F)c1	0.96	-3	-5	-7	4	-6	0	1.1
COC(=O)c1cccc(NC(=O)c2cccnc2)c1	0.97	-6	-1	5	3	-13	3	1.1
CC(C)[C@H](NS(=O)(=O)c1ccccc1)C(=O)OCC(=O)Nc1ccc2c(c1)OCO2	0.94	-5	0	0	6	7	0	0.93
CCOC(=O)N1CCC(Nc2c(-c3ccccc3)c(=O)c2=O)CC1	1	-2	-1	7	-3	2	0	0.98
O=C(CN1C(=O)c2ccccc2S1(=O)=O)c1ccc(OC(F)F)cc1	0.92	0	-6	6	8	-8	-3	1.1
NC(=O)N/N=C/c1c(O)ccc2oc3c(c12)CCCC3	0.84	-2	-6	-19	16	-36	2	1.4
Cc1ccc(C)c(Oc2cc(NC(=O)CCCn3nc(C)c([N+](=O)[O-])c3C)cc([N+](=O)[O-])c2)c1	0.89	3	65*	15	11	6	0	0.94
O=C1C(NS(=O)(=O)c2cccs2)=C(N2CCOCC2)C(=O)c2ccccc21	1	12	-2	-15	0	4	-5	0.96
COc1cc(Cl)ccc1OCc1cc(C(=O)N(C)C2CC(C)(C)NC(C)(C)C2)no1	1.1	2	0	-10	-6	-29	-1	1.3
Nc1nnc(SCC(=O)OCC(=O)c2ccccc2)s1	1.1	-8	3	3	-8	12	2	0.88
Cc1onc(C(=O)N2C(C)CCCC2C)c1[N+](=O)[O-] (stereo not given)	1	-6	9	5	-2	10	-2	0.9
O=C1CCCC2=C1C(c1ccc3c(c1)OCO3)c1c([nH]n(-c3ccccc3)c1=O)N2 (stereo not given)	0.81	-5	3	10	19	-1	-2	1
CC(=O)c1ccc(N2C(=O)NC3(CCCCC3)C2=O)cc1	1.1	-7	1	6	-12	-14	-1	1.1
Remaining list, next part.
SMILES	mIAP act	HKDC1 inhibitor	ATG4B inhibitor	PfGluPho inh	mIAP block	hIAP inh	APOBEC3A inh	hIAP activ
Cc1c(O)ccc(/C=N/Nc2ncccc2[N+](=O)[O-])c1O	1.1	-15	0	-26	-6	-27	-1	1.3
Cc1c(CCO)c(=O)n(-c2ccccc2)n1S(=O)(=O)c1c(Cl)cc(Cl)cc1Cl	1.1	2	-21	28	-6	-12	-5	1.1
COc1ccc(OC)c(NC(=O)CSc2nnc3ccc(-c4ccncc4)nn23)c1	1	3	-1	19	-4	-10	2	1.1
COc1ccccc1C(=O)NCCC(=O)NCc1ccncc1	1	-7	-6	-4	0	5	-4	0.95
COc1ccccc1CNC(=O)COC(=O)c1ccc(N2CCCC2=O)cc1	0.87	-4	0	-4	13	-4	32	1
Cc1ccc(C(=O)NC2CC3CCCC(C2)N3C(=S)NCc2ccco2)cc1 (stereo not given)	0.92	-7	5	4	8	-2	-1	1
CC(=O)N1CCc2cc(C(=O)CN3CCN(c4cccc(Cl)c4)CC3)ccc21	0.95	4	2	27	5	24	-4	0.77
CCCOc1cccc(OCCSc2nc(C)cc(=O)[nH]2)c1	1	-4	13	-12	-2	9	4	0.91
CCNC(=O)NC(=O)CSc1ccccc1F	0.98	-9	-1	-10	2	-4	-3	1
CCOC(=O)Cc1csc(NC(=O)c2c(-c3c(F)cccc3Cl)noc2C)n1	1	-5	-4	-4	-2	-5	1	1.1
CCn1ncc(Cl)c1C(=O)Nc1ccncc1	1	-3	1	-20	-4	-10	0	1.1
Cc1ccc(N2CC(C(=O)Nc3ccc(S(=O)(=O)Nc4ncccn4)cc3)CC2=O)cc1C (stereo not given)	1	-2	-3	-13	-3	-5	-3	1
CCC(=O)NNc1ncnc2c1cnn2C	0.84	-4	-5	0	16	-72	0	1.7
Cc1no[n+]([O-])c1COc1ccc(/C=C(\C#N)C(N)=O)cc1	0.99	-9	-7	16	1	-21	-2	1.2
O=C(COc1cccc2c1CCN(Cc1ccccc1)C2=O)NCc1ccco1	1.1	-4	-10	0	-14	-15	-2	1.2
CCCCN(C(=O)CCCc1nc2ccccc2c(=O)[nH]1)c1c(N)n(CC(C)C)c(=O)[nH]c1=O	1.1	3	1	-16	-7	-12	-3	1.1
CC(Nc1cccc(F)c1)C(=O)Nc1ccc(S(N)(=O)=O)cc1 (stereo not given)	1.1	-7	-15	4	-6	6	1	0.94
CC(=O)NC1C(Oc2ccc(C)cc2)OC2COC(c3ccco3)OC2C1O (stereo not given)	0.99	-9	-1	7	1	-11	-4	1.1
Cc1cccc(NC(=O)c2cccc(S(=O)(=O)N3CCCCC3)c2)c1	0.95	-1	-6	34	5	-24	4	1.2
COc1ccc(C(=O)N[C@H](C(=O)Nc2nc3ccccc3[nH]2)C(C)C)cc1	0.97	-7	-8	-10	2	-62	2	1.6
Cc1ccc2c(c1)nnn2C1CCN(S(=O)(=O)c2ccc3ccccc3c2)CC1	0.95	-2	23	0	5	13	-3	0.87
O=C(Nc1ccc(N2CCN(C(=O)c3ccco3)CC2)cc1)c1ccc(F)cc1	0.92	-6	-11	0	8	14	1	0.85
CC(=O)c1cc(F)c(N2CCOCC2)cc1C	0.97	-8	-1	4	3	5	1	0.95
O=C(CCCN1C(=O)c2ccccc2C1=O)NCCC1=CCCCC1	1.1	-2	-11	3	-7	2	3	0.98
CC(C)c1ccc(C(=O)NCCCN2CCOCC2)cc1	1	-2	-4	4	-4	0	-1	1
Other compounds
SMILES	mIAP act	HKDC1 inhibitor	ATG4B inhibitor	PfGluPho inh	mIAP block	hIAP inh	APOBEC3A inh	hIAP activ
CN(C)c1cccc(C(=O)OCC(=O)NCc2ccco2)c1	1.1	2	-6	-15	-9	3	2	0.97
Cc1ccc(CN2C(=O)C(CC(C)C)Nc3ncnc(N4CCN(c5ccccn5)CC4)c32)cc1 (stereo not given)	1	5	-9	1	-1	9	-3	0.91
C[C@H]1[C@H](c2ccccc2)C[C@@H](C(=O)O)C1(C)C	1.1	2	3	-30	-6	5	-5	0.95
CC(C)Oc1ccccc1-c1cc(C(=O)N/N=C/c2cccnc2)c2ccccc2n1	0.95	-1	-9	5	5	10	-3	0.91
O=C(O)c1ccc(COc2cccc(CO)c2)cc1	0.99	-9	-19	-14	1	-12	1	1.1
CCOc1ccc(C(=O)NC(=S)NCc2cccnc2)cc1	1.2	-12	-1	6	-15	2	-2	0.98
O=C(c1ccccc1)c1cccn1CC(=O)N1CCN(C2CCCCC2)CC1	1.1	-3	-5	-1	-8	10	-1	0.9
CCOc1ccc(NC(=O)CSc2nnc(Cn3cnc4ccccc43)n2C)cc1	0.94	-2	-15	12	6	-3	-5	1
COC(=O)C1=C(C)N(Cc2ccccc2)C(=NCCCCO)N[C@H]1c1ccccc1	1.1	-5	-2	5	-9	-2	52*	1
COc1ccc(C2C(C(=O)Nc3cccc(C)n3)c3ccccc3C(=O)N2C)cc1OC (stereo not given)	0.93	-6	-1	2	7	10	0	0.9
Cc1ccc(C)c2c1cc(C)c1nnc(SCc3ccccn3)n12	0.83	-1	-10	16	17	17	-1	0.83
NC(=O)c1ccccc1N(Cc1ccccc1)S(=O)(=O)c1ccccc1	1.1	-10	-8	8	-10	4	3	0.96
COc1cc(C(CCN2CCCC2)c2c(OC)cc(OC)c3c(C)cc(=O)oc23)cc(OC)c1OC (stereo not given)	1.1	1	-6	4	-6	2	-1	0.98
Cc1cccc(-n2c(-c3cccc([N+](=O)[O-])c3)nc3nc4ccccc4nc32)c1	0.99	x	x	x	1	10	-3	0.9
CC(C)Cn1c(SCC(=O)N2CC(=O)Nc3ccccc32)nc2ccccc21	0.94	-5	-10	18	6	-5	0	1
O=C(NNC(=O)c1ccc2ccccc2c1)Nc1ccc(F)cc1	0.95	2	4	11	5	-25	0	1.2
CN(CC(=O)NC(=O)Nc1ccccc1F)Cc1ccccc1F	1.2	3	3	-4	-16	-2	-1	1
CCN(CC)S(=O)(=O)c1ccc(NC(=O)[C@@H](NC(=O)c2cc(OC)cc(OC)c2)C(C)C)cc1	1.2	-6	-4	14	-21	2	-1	0.97
CC1(C)CC(=O)C2=C(C1)c1c(ccc3ccccc13)NC2c1ccc(OCC(=O)O)cc1 (stereo not given)	1	7	2	-20	0	-31	15	1.3
C=CCn1c(N)cc(=O)nc1SC(C)C(=O)Nc1cccc2ccccc12 (stereo not given)	0.97	-9	-10	-18	3	1	-3	0.99
CCc1ccccc1NC(=O)COc1ccc2c(=O)c(Oc3cc(C)ccc3C)coc2c1	1.1	-1	22	-9	-14	9	-1	0.91
COc1ccc(Br)cc1C(=O)N/N=C/c1cccnc1	1	-6	-1	2	-3	-8	-1	1.1
O=C(O)c1ccc(NC(=O)C2CCCCC2)cc1	1	-4	-8	-2	-1	8	1	0.92
COc1cc(OC)c(C(=O)NCCCN2CCOCC2)cc1OC	1.1	-6	-4	2	-7	-8	0	1.1
COc1ccc(NC(=O)C(CC(=O)O)Cc2ccc(Br)cc2)cc1 (stereo not given)	1	-3	3	-10	-2	-21	-1	1.2
Cn1c(CCCNC(=O)c2ccccc2)nc2ccccc21	1.1	-2	2	-4	-15	2	4	0.98
COC(=O)c1ccccc1NC(=O)CN1CCC(n2nnc3cc(F)ccc32)CC1	0.94	-1	-15	4	6	11	-1	0.89

A second format for 5 compounds above.
molecule,mIAP act,HKDC1 inhibitor,ATG4B inhibitor,PfGluPho inh,mIAP block,hIAP inh,APOBEC3A inh,hIAP activ
O=C(CN1C(=O)c2ccccc2S1(=O)=O)c1ccc(OC(F)F)cc1,0.92,0,-6,6,8,-8,-3,1.1
NC(=O)N/N=C/c1c(O)ccc2oc3c(c12)CCCC3,0.84,-2,-6,-19,16,-36,2,1.4
Cc1ccc(C)c(Oc2cc(NC(=O)CCCn3nc(C)c([N+](=O)[O-])c3C)cc([N+](=O)[O-])c2)c1,0.89,3,65*,15,11,6,0,0.94
O=C1C(NS(=O)(=O)c2cccs2)=C(N2CCOCC2)C(=O)c2ccccc21,1,12,-2,-15,0,4,-5,0.96
COc1cc(Cl)ccc1OCc1cc(C(=O)N(C)C2CC(C)(C)NC(C)(C)C2)no1,1.1,2,0,-10,-6,-29,-1,1.3
